# High-throughput results deposited in PubChem by Broad Institute.
# DENV2 CPE – inhibitors of DENV2 cytopathic effect, primary screen, cell-based, plate reader, single concentration; DENV2-infected cells, cytopathic effect rescue; CPE inhibition, % at 9.99 µM; 350,000 tested, 1.7% active; in the data active = CPE inhibition above about 20%, passing the limit was not always enough; inconclusive = no clear call, values can overlap the other calls; tested in BHK-21 cells;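 also: 0% = median of neutral control wells and 100% = median of positive control wells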
# Casp6 inh – human caspase-6 inhibitors, primary screen, biochemical, VEID-R110 fluorescence, single point, set 2; P55212; AID 686996, 2013; inhibition, % at 12.5 µM; 350,000 tested, 0.53% active; purified caspase-6, Z-VEID-R110 cleavage fluorescence;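 active = mean inhibition across replicates at least about 35%, with every replicate also reaching that limit, limit read from the data; inconclusive = only one of the two criteria met; inactive = neither criterion met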;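 also: 0% = median of neutral control wells and 100% = no fluorescence left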
# Target sequence (P55212 24-179 limits assumed): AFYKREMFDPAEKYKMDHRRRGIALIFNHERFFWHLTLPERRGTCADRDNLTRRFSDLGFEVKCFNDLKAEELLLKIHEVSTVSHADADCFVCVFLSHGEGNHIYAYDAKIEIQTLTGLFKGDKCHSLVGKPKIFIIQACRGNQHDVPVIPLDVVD
# Target sequence (P55212 194-293 limits assumed): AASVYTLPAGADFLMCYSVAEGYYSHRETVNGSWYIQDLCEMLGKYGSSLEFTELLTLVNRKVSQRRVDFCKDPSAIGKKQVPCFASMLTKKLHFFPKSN
# miR-122 sensor – miR-122 Renilla sensor signal increase in Huh7, primary screen, miR-122 inhibitor project, cell-based, single point, plate reader; Huh7 miR-122 Renilla luciferase sensor, 48 h; neutral wells = 0, positive control = 100; AID 602342, 2012; 340,000 tested, 0.3% active; activation (reporter increase), % at 12.5 µM;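 active = mean replicate activation score at least 90 and every replicate individually at or above 90; inconclusive = only one of the two criteria met; inactive = neither criterion met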;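 also: higher luciferase means less miR-122 activity so hits act as miR-122 inhibitors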
# ERAP1 HTS inh – human ERAP1 aminopeptidase inhibitors, primary screen, biochemical, single point, plate reader. recombinant ERAP1, Leu-AMC fluorescence, 60 min. Endoplasmic reticulum aminopeptidase 1 (Homo sapiens), Q9NZ08. inhibition, % at 10.7 µM. 340,000 tested, 0.15% active;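 active = mean replicate inhibition of at least 30%, or all replicates individually reaching that 30% level; inactive = mean below 30% and not every replicate reaching it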;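 also: 0% = neutral control wells and 100% = L-leucinethiol positive control wells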
# SIRT5 block – SIRT5 desuccinylase inhibitors, primary screen, biochemical, fluorescence imaging, single point, set 5; NAD-dependent protein deacylase sirtuin-5, mitochondrial (Homo sapiens), Q9NXA8; Purified SirT5, succinyl-peptide AMC, trypsin-coupled fluorescence; inhibition, % at 15 µM; 330,000 tested, 1.1% active; AID 652115, 2013; in the data active = inhibition above about 15%; inconclusive = no clear call, values can overlap the other calls
# Target sequence (Q9NXA8 whole entry, looked up): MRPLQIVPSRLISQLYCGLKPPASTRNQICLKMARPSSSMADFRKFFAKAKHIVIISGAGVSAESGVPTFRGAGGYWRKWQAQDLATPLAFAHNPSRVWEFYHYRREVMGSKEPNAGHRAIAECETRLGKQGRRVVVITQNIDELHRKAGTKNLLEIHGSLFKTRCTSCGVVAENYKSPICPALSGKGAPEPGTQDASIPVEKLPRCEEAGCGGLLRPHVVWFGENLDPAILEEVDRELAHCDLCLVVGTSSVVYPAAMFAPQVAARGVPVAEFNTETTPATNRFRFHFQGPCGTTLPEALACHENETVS
# ERp5 inh – inhibitors of ERp5-driven insulin aggregation, primary screen, biochemical, turbidity, absorbance 650 nm, single point; Protein disulfide-isomerase A6 (Homo sapiens), Q15084; 90 min; inhibition, % at 9.99 µM; 350,000 tested, 0.05% active; AID 651711, 2012;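 active = mean replicate inhibition above about 25%, with every replicate also reaching it, limit read from the data, passing the limit was not always enough; inconclusive = only one of those two criteria met; inactive = neither criterion met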
# Target sequence (Q15084 whole entry, looked up): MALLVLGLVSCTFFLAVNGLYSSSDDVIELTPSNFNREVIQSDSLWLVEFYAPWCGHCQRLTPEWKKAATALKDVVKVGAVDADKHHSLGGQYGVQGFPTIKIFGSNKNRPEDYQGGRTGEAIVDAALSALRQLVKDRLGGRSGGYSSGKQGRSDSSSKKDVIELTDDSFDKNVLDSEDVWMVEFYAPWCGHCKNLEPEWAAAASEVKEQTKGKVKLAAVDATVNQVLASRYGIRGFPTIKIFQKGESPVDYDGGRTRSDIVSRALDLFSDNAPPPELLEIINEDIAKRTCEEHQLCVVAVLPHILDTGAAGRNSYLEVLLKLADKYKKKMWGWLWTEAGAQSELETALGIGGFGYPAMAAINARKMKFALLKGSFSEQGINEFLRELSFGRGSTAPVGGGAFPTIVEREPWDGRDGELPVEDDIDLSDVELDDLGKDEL
# CFTR F508del cor – F508del CFTR correction, initial screen, CFBE line, single point. CFBE cells, YFP halide quenching; stimulated with forskolin plus potentiator P3; % fluorescence drop versus neutral controls. activity (quench increase), % at 7.58 µM. 350,000 tested, 0.36% active. AID 720511, 2013;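 active = mean added fluorescence quench of at least 8% versus neutral control, with both replicates also reaching 8%; inconclusive = only one of the mean or replicate conditions met; inactive = mean below 8% and not both replicates reaching 8%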;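 also: cells transiently co-express mutant CFTR-F508del with the halide-sensitive YFP; corrector assay measuring rescue of mutant channel to the surface after 24 h compound exposure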
# * = called active by the depositor; ? = inconclusive; nt = no result given; [ ] = remark or other dose. Hits appear at their usual frequency; about 4% have a hit in one of these screens.
SMILES,DENV2 CPE,Casp6 inh,miR-122 sensor,ERAP1 HTS inh,SIRT5 block,ERp5 inh,CFTR F508del cor
CCc1nnc(NC(=O)C2=NN(C3CCS(=O)(=O)C3)C(=O)CC2)s1 (stereo not drawn),-5,0,nt,-5,-3,0,-1.1
Cc1cc(C)cc(NC(=O)COC(=O)CCn2c(C)csc2=O)c1,0,-3,-10,-2,-2,5,-0.1
CC(C)CN(C(=O)C1CCCC1)C1CCS(=O)(=O)C1 (stereo not drawn),-5,-1,nt,-2,-1,3,0.7
O=C(COC(=O)c1c2c(nc3ccccc13)CCCC2)c1ccc(Br)s1,3,1,nt,8,-2,14,nt
COc1ccc2c3c([nH]c2c1)[C@H](CO)N(C(=O)CC1CC1)CC31CN(Cc2cccnc2)C1,12,-4,nt,-5,-3,3,6.5
CC(=O)Nc1ccc(CCCCc2ccccc2)cc1,11,-1,-20,-5,-1,-3,-1.6
CCc1nc2ccc(C(=O)NCCCn3ccnc3)cn2c1N(C)C(=O)COc1ccccc1,6,4,1,-6,1,-1,2.9
CCNC(=O)C[C@H]1CC[C@H]2[C@H](COc3ccc(NS(=O)(=O)c4ccccc4C)cc3C(=O)N2C)O1,6,1,16[16.7 µM],-1,1,13,2.4
CCOc1cc(C(=S)N2CCC(O)CC2)ccc1OS(=O)(=O)c1ccc(Br)cc1,-3,3,12,-1,2,0,-2.5
CN(C)C(=O)c1ccc(-c2ccc([C@H]3[C@@H](C#N)N(C(=O)Cc4ccccn4)[C@@H]3CO)cc2)cc1,?,1,nt,-3,2,-3,0.7
Cc1nc(C)c(C(=O)NCc2ccccc2Cl)o1,nt,2,nt,4,-1,-5,-0.1
C[C@@H]1CN([C@H](C)CO)C(=O)c2cccc(NS(=O)(=O)c3ccc(F)cc3)c2O[C@@H]1CN(C)Cc1ccc(-c2ccccc2)cc1,-2,nt,-5[16.7 µM],1,11,5,-5.1
CC(=O)c1ccc(N2CCN(C(=O)C3CCN(S(=O)(=O)c4cccs4)CC3)CC2)cc1,-9,-2,-3,2,-2,0,-1.0
CCOc1ccccc1N1CCN(Cc2cc3c(cc2[N+](=O)[O-])OCO3)CC1,-5,-1,0,1,2,2,1.6
O=C(COC(=O)c1cncc(Br)c1)Nc1nc(-c2ccc(F)cc2)cs1,9,-2,-3,-1,0,-5,-0.2

# Random excerpt: four records from the list, in no set order.
SMILES,DENV2 CPE,Casp6 inh,miR-122 sensor,ERAP1 HTS inh,SIRT5 block,ERp5 inh,CFTR F508del cor
CCc1nnc(NC(=O)C2=NN(C3CCS(=O)(=O)C3)C(=O)CC2)s1 (stereo not drawn),-5,0,nt,-5,-3,0,-1.1
CN(C)C(=O)c1ccc(-c2ccc([C@H]3[C@@H](C#N)N(C(=O)Cc4ccccn4)[C@@H]3CO)cc2)cc1,?,1,nt,-3,2,-3,0.7
Cc1cc(C)cc(NC(=O)COC(=O)CCn2c(C)csc2=O)c1,0,-3,-10,-2,-2,5,-0.1
CC(=O)Nc1ccc(CCCCc2ccccc2)cc1,11,-1,-20,-5,-1,-3,-1.6

# Following part.
SMILES,DENV2 CPE,Casp6 inh,miR-122 sensor,ERAP1 HTS inh,SIRT5 block,ERp5 inh,CFTR F508del cor
COc1ccc(-c2ccc([C@H]3[C@@H](CO)N4CCCCN(C(=O)c5ccc(F)cc5)C[C@@H]34)cc2)cc1,nt,-1,-7[16.7 µM],1,0,1,-3.0
COc1ccc(CCNC(=O)c2cc(CC(C)C)on2)cc1OC,-8,0,3,20,15*,4,1.7
Cc1ccc(-c2cnc3c(c2)C(=O)N([C@@H](C)CO)C[C@@H](C)[C@@H](CN(C)C(=O)c2cccc(F)c2)O3)cc1,-3,3,-4[16.7 µM],-2,-6,4,2.3
C[C@@H](NC(=O)C[C@@H]1C[C@H]2c3cc(NS(C)(=O)=O)ccc3O[C@H]2[C@@H](CO)O1)c1ccccc1,9,1,-2[16.7 µM],1,1,1,-3.8
O=C(C[C@H]1C[C@H]2c3cc(NC(=O)C4CCOCC4)ccc3O[C@H]2[C@@H](CO)O1)NCCN1CCCCC1,1,-3,2[16.7 µM],3,-1,4,-1.5
[O-][N+]1=C2CCC/C(=N\O)C2=NC12CCCCC2,-1,-1,1,1,2,5,-0.9
O=C(Nc1c2c(nn1-c1cccc(Cl)c1)CS(=O)(=O)C2)c1cccs1,-1,5,3,-3,-1,1,-4.2
CCc1ccc(NC(=O)C(=O)NCCN2CCN(S(=O)(=O)c3ccccc3)CC2)cc1,-2,0,nt,1,-5,-6,-0.3
O=C(CN1CCOCC1)N[C@H]1CC[C@H](CCn2cc(C3CCCC3)nn2)O[C@@H]1CO,-2,3,nt,-2,1,4,-0.6
COCC(=O)Nc1ccc2c(c1)C(=O)N(C)C[C@@H](OC)[C@@H](C)CN(Cc1cccc(F)c1)[C@H](C)CO2,-7,0,nt,-2,8,8,-0.8
Nn1c(SCC(=O)NC2CCS(=O)(=O)C2)nnc1-c1cccs1 (stereo not drawn),0,2,-17,-8,-8,8,0.8
CC1CN=C(N(C(=O)Nc2ccccc2)c2ccc(F)cc2)S1 (stereo not drawn),13,-1,-4,nt,nt,6,1.3
CN(C)C(=O)CSc1n[nH]c(-c2ccco2)n1,-1,-1,-3,3,nt,-2,0.9
Cc1ccc(Cn2c(C)c(C(=O)NCc3ccc4c(c3)OCO4)sc2=O)cc1,8,2,nt,nt,nt,1,3.0
CCCNC(=O)C[C@H]1CC[C@H]2[C@H](COc3ccc(NC(=O)NCCC)cc3C(=O)N2C)O1,0,1,nt,-7,4,-8,-0.1
O=C(O)c1ccc(Nc2nc3ccc(Cl)cc3[nH]2)cc1,?,2,-1,-80,2,-4,1.4
COc1ccc2c(c1)CCC1=C2NC(=S)NC1c1ccc(N(C)C)cc1 (stereo not drawn),2,-10,3,-8,15*,0,0.6
O=C1c2ccccc2C(=O)N1CCCCSc1nc2ccccc2c(=O)n1CCCN1CCOCC1,-1,5,0,11,1,10,-4.9
CCC(c1nnc(SCC(=O)Nc2c(F)cccc2F)n1Cc1ccccc1)N(C)C (stereo not drawn),1,0,3,2,0,4,-0.3
Cc1ccc(NC(=O)COC(=O)CN2C(=O)NC3(CCCC3)C2=O)cc1F,-5,0,nt,5,0,7,-2.3
O=Cc1cc2c(cc1[B-](F)(F)F)OCO2,-5,2,-4,0,nt,-3,0.2
O=C(C1CCCC1)N1CC(=O)N2[C@H](C1)[C@@H](c1ccc(Br)cc1)[C@@H]2CO,5,3,nt,0,10,0,0.1
CC(=O)Nc1ccc(SCCN2CC[C@@H](C(C)(C)C)CCC2=O)cc1,6,1,5,-3,2,1,-1.9
CCOC(=O)c1c(C)[nH]c(C(=O)Nc2ccc(NC(C)=O)cc2)c1C,-2,-1,nt,0,-3,2,0.1
COc1ccccc1N(CC(=O)NC(C)(C)C)C(=O)CCC(=O)Nc1ccccn1,-1,1,nt,-2,1,3,-0.1
COc1ccc2c3c([nH]c2c1)[C@H](CO)N(Cc1ccccc1)CC31CN(C(C)=O)C1,-5,nt,nt,0,nt,-6,-1.6
Cc1noc(C)c1S(=O)(=O)N(C)C[C@@H]1OCCCC[C@H](C)Oc2ccc(NS(=O)(=O)c3cn(C)cn3)cc2C(=O)N([C@H](C)CO)C[C@@H]1C,2,-2,-3[16.7 µM],-1,0,-2,-0.4
CCCCC(=O)NC(=S)Nc1nnn(CCC)n1,-1,7,nt,6,-2,1,-2.9
O=C1c2ccccc2NC(c2ccccc2)N1CCCN1CCOCC1 (stereo not drawn),3,-4,1,-4,-5,3,-0.5
CCOC(=O)c1c(C)[nH]c(C(=O)/C(C#N)=C/c2ccc(OC)c(OC)c2)c1C,-4,7,nt,-1,8,5,-0.8
CO[C@@H]1CN(C)C(=O)c2ccc(NC(=O)c3nc4ccccc4s3)cc2OC[C@H](C)N(Cc2ccncc2)C[C@H]1C,-4,0,nt,-4,3,8,-1.1
COc1ccc(CSc2nc3ccccc3c(=O)[nH]2)cc1F,nt,-4,nt,3,-2,4,-1.4
COc1ccc(CN2CCN(Cc3ccco3)CC2)cc1OC,2,-2,-6,-2,-1,1,1.1
CCOC1=NN(c2ccc(Cl)cc2)C(=O)/C1=C\N(C)C,-3,0,nt,-3,-3,0,nt
N#Cc1cccc(-c2ccc3c(c2)[C@H]2[C@H](CCN2C(=O)c2ccc4c(c2)OCO4)[C@H](CO)N3)c1,6,-2,-3[16.7 µM],-2,1,6,-1.9
O=C(Cn1cc(C(=O)C(=O)N2CCOCC2)c2ccccc21)Nc1cccc(C(F)(F)F)c1,11,0,0,-3,-1,1,-0.3
N#C[C@H]1[C@@H](c2ccccc2-c2ccccc2F)[C@@H](CO)N1C(=O)C1CC1,20,1,nt,1,4,-1,0.1
Cc1cccc(C)c1NC(=O)Cn1nnc(-c2ccc(CN3CCC(C)CC3)cc2)n1,12,-1,-4,2,-1,4,-0.9
C[C@@H]1CN([C@@H](C)CO)C(=O)c2cc(NC(=O)Nc3ccc(F)cc3)ccc2O[C@@H](C)CCCCO[C@H]1CN(C)Cc1ccc(C(=O)O)cc1,?,-1,6[16.7 µM],-5,0,3,-1.6
CC(C)CC(=O)N1CCN(S(=O)(=O)c2ccc(C3CCCCC3)cc2)CC1,-8,-1,-1,1,0,3,3.6
COc1ccccc1C(=O)OCCc1ccccc1,4,0,nt,-1,-2,-6,1.4
CC1(C)C(=O)C2(C(=O)NCc3ccccc3)CCC1C2 (stereo not drawn),nt,-2,-3,0,3,-4,nt
O=C(C(=O)N1CCCN(Cc2ccc(F)cc2)CC1)c1ccccc1,14,-2,nt,-1,-1,-3,-1.7
Cc1ccc2nc(C)c(C(=O)NN=C3CCN(C)CC3)n2c1,0,-14,nt,-3,0,0,-2.5
O=C(O)/C=C/C(=O)NNC(=O)c1ccc(Cl)cc1Cl,6,4,nt,0,3,1,0.6
C[C@@H]1CN([C@@H](C)CO)C(=O)c2cccc(NS(=O)(=O)c3cn(C)cn3)c2O[C@@H]1CN(C)S(=O)(=O)c1ccc(Cl)cc1,10,-1,-12[16.7 µM],-2,7,-1,-0.6
O=C(CSc1nc2[nH]ncc2c(=O)[nH]1)c1ccccc1,-4,3,nt,2,nt,-5,-0.1
O=C(C[C@@H]1C[C@@H]2c3cc(NC(=O)c4cccnc4)ccc3O[C@@H]2[C@H](CO)O1)NCc1ccc(Oc2ccccc2)cc1,4,-2,-5[16.7 µM],-2,-3,-4,1.1
CCOC(=O)c1c(NC(C)=O)sc2c(OCC(O)CN(CC)CC)c(Br)ccc12 (stereo not drawn),12,-30,-6,2,1,5,3.4
C[C@@H]1CN([C@@H](C)CO)C(=O)c2cc(NC(=O)c3ccncc3)ccc2O[C@@H](C)CCCCO[C@@H]1CN(C)S(=O)(=O)c1ccc(F)cc1,-1,-12,16[16.7 µM],0,5,3,0.5
O=C(Nc1nc(-c2cc(F)ccc2F)cs1)c1cccc(N2C(=O)CCC2=O)c1,-5,-1,nt,-2,-3,-3,6.2
CS(=O)(=O)Nc1ccc2c(c1)[C@H]1C[C@@H](CC(=O)NC3CCCC3)O[C@H](CO)[C@H]1O2,7,-2,2[16.7 µM],2,1,3,-1.5
CCOc1ccc(CCN2C(=O)C(=O)N([C@@H](CC(C)C)CN3CCC[C@H]3CN3C(=O)C(=O)NC[C@@H]3Cc3ccccc3)C[C@@H]2Cc2ccccc2)cc1,?,1,nt,1,-4,1,0.8
CN(C)CCSc1nc2cc(S(=O)(=O)N3CCCCC3)ccc2o1,1,2,-4,2,-6,-2,3.0
Cc1ccc(-c2csc(NCCn3c(-c4ccncc4)nc4cc(C(F)(F)F)ccc43)n2)cc1,2,1,-8,9,17*,-2,-2.8
